# BCR signal inh: inhibitors of chronic active B-cell receptor signaling; Potency, µM (highest dose often 46.1 µM), for the others: top-dose ratio change, negative = lower green/red ratio, usual class: inhibitors; ABC-DLBCL IkBa-CBG/CBR reporter, luminescence ratio, 4 h; 340,000 compounds, 0.05% hits; active means well fitted inhibition curve with a large enough effect in the signal ratio, with a control signal flat, not every such curve was filed as active; inconclusive means small, poorly fitted or top-dose-only effect, or effect the other way, or a change in a side signal; the % refers to the signal ratio;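 further: potency means the concentration at half of the fitted maximal effect; plate controls were basal doxycycline-induced cells for no effect and cells given 10 µM MG132 for full effect; MG132 reads +100%, hits lower the ratio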
#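 TMD8 human ABC-DLBCL cells with doxycycline-inducible IκBα–green luciferase fusion and unfused red luciferase, in 0.5% FBS medium; compounds up to 46 uM, 4 h at 37C. Green/red luminescence ratio, filter-overlap corrected, fitted to concentration-response curves.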
# Eya2 phos inh: Eya2 (human) phosphatase inhibition | Potency, µM (series often up to 76.9 µM), for the others: at the highest dose activity, negative = inhibition, most hits filed as inhibitors | 330,000 compounds, 0.006% hits | O00167 | recombinant Eya2, OMFP fluorescence dephosphorylation (OMFP is methylfluorescein phosphate); further: potency means the concentration at half of the fitted maximal effect
#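 Eya2 (0.2 uM) preincubated 10 min at ambient with compound, then OMFP substrate added at 50 uM; 10 min reaction in 50 mM HEPES pH 7.5, 50 mM NaCl, 5 uM MgCl2, 0.05% BSA, 1 mM DTT. Fluorescence read at Ex 485/Em 525 nm.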
# KCNH2 3.1 inh: blocks the human KCNH2 3.1 channel isoform. 340,000 compounds, 0.95% hits. U2OS KCNH2 3.1, thallium flux FluxOr; hits give low values. AID 720553. activity change, % (tested at about 1.8 µM);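 active means maximum activity change below -70%; inconclusive means maximum activity change from -70% to -50%; inactive means maximum activity change above -50%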;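 further: thallium influx rate constant from kinetic fluorescence after stimulation buffer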
#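 Virally transduced U2OS (3.1 isoform, 4 h infection in dark at RT) → overnight 37 C → FluxOr + Red40 in HBSS/HEPES, 45 min → stimulation buffer, 2 min kinetic read → rate constant vs DMSO controls.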
# hERG WT inh: blocks the wildtype human KCNH2 potassium channel | AID 720551 | activity change, % at 1.84 µM | Q12809 | U2OS, BacMam KCNH2, thallium flux FluxOr; hits give low values | 340,000 compounds, 0.37% hits;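 active means maximum activity change below -70%; inconclusive means maximum activity change between -70% and -50%; inactive means maximum activity change above -50%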
# Target sequence (Q12809 whole entry, looked up): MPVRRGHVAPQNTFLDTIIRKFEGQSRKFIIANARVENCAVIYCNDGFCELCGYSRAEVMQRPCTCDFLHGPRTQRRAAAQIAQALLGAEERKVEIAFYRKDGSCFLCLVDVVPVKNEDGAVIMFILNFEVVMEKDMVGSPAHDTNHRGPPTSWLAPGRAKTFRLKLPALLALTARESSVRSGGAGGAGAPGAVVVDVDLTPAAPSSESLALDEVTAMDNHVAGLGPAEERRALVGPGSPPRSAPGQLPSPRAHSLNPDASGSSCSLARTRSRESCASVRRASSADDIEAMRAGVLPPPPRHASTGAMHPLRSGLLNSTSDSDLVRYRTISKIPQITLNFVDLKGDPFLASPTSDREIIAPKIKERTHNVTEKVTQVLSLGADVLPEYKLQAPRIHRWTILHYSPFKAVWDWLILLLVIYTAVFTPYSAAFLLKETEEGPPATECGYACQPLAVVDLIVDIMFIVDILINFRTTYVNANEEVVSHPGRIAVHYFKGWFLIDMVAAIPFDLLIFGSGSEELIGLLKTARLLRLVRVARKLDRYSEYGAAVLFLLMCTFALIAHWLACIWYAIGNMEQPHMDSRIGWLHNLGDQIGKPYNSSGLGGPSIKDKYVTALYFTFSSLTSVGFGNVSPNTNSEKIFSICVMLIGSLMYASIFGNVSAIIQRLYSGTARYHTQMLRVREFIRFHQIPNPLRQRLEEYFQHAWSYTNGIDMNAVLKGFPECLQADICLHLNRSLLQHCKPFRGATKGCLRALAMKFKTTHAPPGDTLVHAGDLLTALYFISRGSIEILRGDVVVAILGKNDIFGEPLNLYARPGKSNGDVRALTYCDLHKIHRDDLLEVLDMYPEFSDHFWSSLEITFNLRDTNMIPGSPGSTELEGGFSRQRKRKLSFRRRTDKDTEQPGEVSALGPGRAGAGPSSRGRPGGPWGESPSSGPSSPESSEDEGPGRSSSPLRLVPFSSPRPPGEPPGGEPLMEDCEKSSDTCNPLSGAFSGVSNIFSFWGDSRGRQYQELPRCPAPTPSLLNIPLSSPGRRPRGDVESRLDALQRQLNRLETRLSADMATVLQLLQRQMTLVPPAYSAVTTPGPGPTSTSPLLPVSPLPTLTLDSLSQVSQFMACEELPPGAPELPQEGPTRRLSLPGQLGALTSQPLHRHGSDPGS
#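 U2OS cells transduced with wild-type KCNH2 virus are loaded with FluxOr dye for 45 min, and thallium flux is measured in kinetic reads before and after stimulation buffer. Rate constants are normalized to DMSO controls.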
# GALK inh: galactokinase (human) inhibition | 270,000 compounds, 0.007% hits | Potency, µM (doses to about 57.5 µM), for inactives: top-dose activity change, negative = inhibition, usual class: inhibitors | P51570 | Purified GALK, Kinase-Glo residual ATP luminescence | AID 1868; further: potency means the concentration at half of the fitted maximal effect
#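 Galactose (100 uM) and ATP (35 uM) were turned over by 5 nM GALK for 1 h at RT. Kinase-Glo Plus then converted the remaining ATP into a luminescent signal.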
# USP2a inh: blocks human ubiquitin-specific protease USP2a; O75604; USP2 core, Ub-CHOP2 coupled fluorogenic reporter, 485/531; Potency, µM (highest dose often 38.3 µM), inactives show at the highest dose activity change, negative = inhibition, hits mostly inhibitors; 330,000 compounds, 0.01% hits;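 further: potency means the concentration at half of the fitted maximal effect; plate controls were DMSO wells for no effect and full inhibition by NEM control for full effect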
#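 Deubiquitinase activity read as fluorescence (485/531 nm) after Ub-CHOP2 cleavage activates the enterokinase reporter on its substrate; USP2 core 10nM, Ub-CHOP2 and substrate 25nM each, 30min compound preincubation then 60min RT; data normalized to NEM, curves fitted.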
# uPA surface inh: cell surface uPA generation inhibition | 330,000 compounds, 0.31% hits | Potency, µM (series often up to 38.3 µM), for inactives: at the top dose activity change, negative = inhibition, most hits filed as inhibitors | AID 540303 | cell surface uPA generation assay, qHTS; active means well fitted inhibition curve with a large enough effect; inconclusive means small, poorly fitted or top-dose-only effect; inactive means no such curve, though single readings can be large or run the other way; tested in mouse RAW 264.7 cells; further: potency means the concentration at half of the fitted maximal effect; nearly all actives have a fitted effect of over 55% in size
# Giardia kill: kills Giardia lamblia; AID 540267; Giardia lamblia trophozoite viability; 340,000 compounds, 0.15% hits; activity change, % at 7.66 µM, hits read low; in the data active means activity change below about -80%; inconclusive means between about -30% and that limit;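 further: parasites exposed to compound for two days anaerobically before the ATP read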
#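 Anaerobic 48 hrs incubation at 37 deg C of 100 trophozoites/well with test compounds; ATPLite 1-Step luminescence, 15-30 min RT, reports cellular ATP as viability.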
# B2AR arrestin: beta2AR (human) beta-arrestin recruitment activity | P07550 | beta-arrestin recruitment to beta2AR, cell-based reporter | Potency, µM (top dose mostly 46.1 µM), without a hit: at the highest dose activation, usual class: activators | 330,000 compounds, 0.02% hits;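 further: potency means the concentration at half of the fitted maximal effect; 0% = DMSO controls and full agonism = EC100 isoproterenol or metaproterenol; nearly all actives have a fitted effect of over 65% in size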
# FBPA coupling cs: coupling enzyme interference in Giardia aldolase counter-screen. coupling enzyme system counterscreen, AmpLite Red fluorescence. activity change, negative = inhibition, % at 58.2 µM, hits read low. 290,000 compounds, 0.67% hits. AID 2472; in the data active means activity change below about -30%
#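 Final compound at 57.5 uM, incubated 10 min at RT with coupling enzyme reagent (glyceraldehyde-3-phosphate), then 20 min with substrate and AmpLite Red detection. Fluorescence read at 525/598 nm; tests interference with the coupling assay, not aldolase inhibition.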
# PKM2 activator: activators of human pyruvate kinase M2; P14618; purified PKM2, Kinase-Glo ATP luminescence, activation; response scale: 0% is enzyme alone, no compound; Potency, µM (top dose mostly 57.5 µM), for the others: at the highest dose activation, actives largely listed as activators; 260,000 compounds, 0.34% hits; further: potency means the concentration at half of the fitted maximal effect; nearly all actives have a fitted effect of over 55% in size
#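 hPK-M2, >95% pure; 0.1 mM ADP / 0.5 mM PEP final; imidazole pH7.2 buffer w/ 7 mM MgCl2, 50 mM KCl; 1 h RT; Kinase-Glo lum. Intermediate enzyme activity for dual inhibitor/activator qHTS.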
# An asterisk follows results filed as active; ? = inconclusive; . = not tested or not shown. Unless noted, the call rests on the fitted dose curve; in most records, active means well fitted curve in the direction sought with a large enough effect; inconclusive means small, poorly fitted or top-dose-only effect, or another doubt; inactive means no such curve, though single readings can be large; an effect the other way counts as inactive or inconclusive. Unless noted, on the % scale 0 is the no-effect control and ±100 the full control effect.
Molecule,BCR signal inh,Eya2 phos inh,KCNH2 3.1 inh,hERG WT inh,GALK inh,USP2a inh,uPA surface inh,Giardia kill,B2AR arrestin,FBPA coupling cs,PKM2 activator
COc1ccc(NC(=O)c2ccccc2-c2ccccc2)c(C)c1,-3%,-10%,2,-15,2%,2%,-22%,4,-0.1%,0,-2%
COC(=O)c1cccnc1-n1c(=O)c2cccnc2n(Cc2ccc(Cl)cc2)c1=O,?,8%,-11,20,0%,0%,.,7,0.0%,-2,5%
CC(C)CC(=O)C1CCCN(C(=O)c2ccc3oc(Cc4ccccc4)nc3c2)C1 (configuration not stated),2%,7%,0,18,3%,1%,-5%,9,-0.8%,2,1%
O=C(NNC(=O)c1cc(-c2ccccc2Cl)nc2ccccc12)c1csc(N2CCOCC2)n1,-28%,5%,-1,2,.,2%,1%,-10,-0.1%,.,.
CC1(CC(=O)Nc2ccccc2)NC(=S)N(c2ccccc2)N1 (configuration not stated),?,-9%,-9,2,6%,-1%,-3%,4,0.4%,0,2%
COc1ccc(NC(=O)Cc2ccc(C)c(C)c2)cc1Cl,?,?,-13,-2,2%,-7%,3%,6,-0.1%,1,0%
C/C(Cl)=C\C[N+](C)(C)CC(=O)OCCc1ccccc1,-1%,-5%,16,-2,-1%,-1%,-2%,3,-0.7%,0,-6%
Cc1ccc(CNC(=O)C2CC(c3ccccc3C(F)(F)F)=NO2)cc1 (configuration not stated),-3%,-4%,-158*,1,3%,0%,9%,-5,-0.4%,4,-3%
O=C(Cc1cccs1)Nc1ccc(S(=O)(=O)N2CCCCC2)cc1,5%,-8%,.,-2,1%,?,-12%,10,7.9%,3,-22%
CC1CC(C)(C)NC(=S)N1CC(=O)NCc1ccc(Cl)cc1 (configuration not stated),?,-1%,-1,7,2%,1%,2%,3,-0.3%,-1,0%
CN(Cc1ccccc1)C(=O)COC(=O)c1cc2ccccc2oc1=O,?,7%,3,0,.,0%,11%,7,3.0%,.,.
COc1ccc(C2CC(c3ccc(Cl)cc3Cl)Nc3nc(N)nn32)cc1 (configuration not stated),-14%,-5%,5,-3,1%,1%,-3%,-25,-0.5%,-2,0%
C=CCNc1nc(C(=O)OCC(=O)c2ccc(Cl)cc2)cs1,3%,-9%,-7,-3,.,1%,3%,-22,-0.1%,.,.
CCn1c(CSc2nc3ccccc3s2)nnc1SCC(N)=O,-13%,8%,-1,2,-4%,5%,.,3,-0.3%,-1,1%
COc1ccc(NC(=O)CSc2cn[nH]n2)c(OC)c1,?,-1%,-6,-8,-4%,1%,1%,-7,0.8%,0,-2%
CCN(CC)C(=S)NC(=O)c1cccnc1,-4%,2%,4,-10,4%,3%,0%,-7,-0.1%,0,3%
OCn1c2ccccc2c2ccccc21,-3%,?,7,-3,-5%,6%,-11%,-20,0.1%,0,1%
O=C(N/C(=C\c1ccc([N+](=O)[O-])cc1)C(=O)N1CCCCC1)c1ccco1,-2%,-9%,-4,5,11%,3%,1%,7,-0.2%,0,-7%
COc1cccc(C(=O)c2c(-c3ccccc3)ncc3cc(OC)c(OC)cc23)c1,-5%,0%,-7,3,.,-3%,-5%,2,-0.5%,.,.
CC(C)(C)C(=O)C[n+]1cccc(C(N)=O)c1,1%,-28%,-35,-1,9%,-1%,0%,-4,0.0%,1,-4%
Cc1ccc(CC(=O)N(C)CC(=O)N(CC(C)C)c2c(N)n(CC(C)C)c(=O)[nH]c2=O)cc1C,7%,-7%,-3,-1,.,0%,10%,-7,0.0%,.,.
COc1ccc(NC(=O)CN(C)S(=O)(=O)c2ccccc2)cc1OC,-1%,8%,-6,-12,0%,-1%,.,-9,0.0%,1,5%
CCn1ncc([N+](=O)[O-])c1C(=O)N1CCc2ccccc2C1,3%,-9%,1,40,0%,4%,0%,6,-0.7%,-1,.
O=S(=O)(NC1CC1)c1ccc(S(=O)(=O)N2CCc3ccccc32)cc1,1%,14%,11,13,-4%,-4%,-16%,4,-0.1%,-1,?
CCOn1c(=O)c(-c2cccc([N+](=O)[O-])c2)[n+]([O-])c2ccccc21,-1%,-4%,-27,-1,-2%,0%,-2%,?,-0.1%,2,-1%
Cc1ccccc1Cn1cnc2c(nnn2Cc2ccc(F)cc2)c1=O,-3%,11%,.,-11,-2%,-1%,.,11,-1.1%,1,12%
C=CCN1C(=O)/C(=C/c2ccc(-c3ccc(F)cc3)o2)SC1=S,-23%,8%,-14,-14,.,-17%,-1%,8,0.1%,-3,0%
Cc1ccc(NC(=O)C2CCCN2c2nn3c(=O)cc(C)nc3s2)cc1 (configuration not stated),-3%,?,18,-4,.,0%,0%,1,-0.5%,-1,-1%
O=C(CSc1nc(Cc2ccccc2)nc2ccccc12)c1ccc2c(c1)OCCO2,?,-40%,-15,-5,2%,-4%,-4%,-6,-0.3%,-4,-8%
Cc1ccc(S(=O)(=O)N2CCCCC2)cc1NC(=O)COC(=O)CNC(=O)c1cc(Cl)cc([N+](=O)[O-])c1,-2%,5%,-6,20,0%,1%,-1%,-6,3.8%,5,4%
Clc1ccc(CSc2ncnc3nc[nH]c23)cc1,?,-2%,-9,-3,-1%,-1%,0%,2,-3.4%,8,12%
Cc1ccc(-c2onc3ccc(C4OCCO4)cc23)cc1,-10%,-16%,-22,-1,-2%,-2%,-4%,-2,5.3%,0,-4%
CCc1ccc(CN(C(=O)c2ccco2)C2CCS(=O)(=O)C2)cc1 (configuration not stated),-4%,1%,-15,-2,0%,3%,-1%,7,0.1%,2,5%
Cc1ccc(NS(=O)(=O)c2ccc(CCC(=O)NCc3cccnc3)cc2)cc1,2%,1%,-12,0,2%,1%,3%,8,0.1%,1,-4%
Cc1ccc(OC(=O)CCc2c(C)nc3ncnn3c2C)cc1,?,-6%,18,-8,3%,-1%,.,-12,-0.2%,0,-3%
CC1(C)CC(=O)C2=C(C1)N=C1SCCC(=O)N1C2c1cccc([N+](=O)[O-])c1 (configuration not stated),?,-10%,16,2,1%,1%,5%,-6,0.0%,1,9%
CCCNc1nc(C)c(C(C)=O)cc1C#N,2%,1%,-6,2,3%,0%,-6%,22,-0.2%,1,1%
O=C(CSc1ccc(-c2ccccc2)nn1)Nc1ccc2c(c1)OCCO2,?,2%,-2,-25,.,1%,-1%,-14,0.3%,-2,1%
N#Cc1cc2c(nc1Cl)CCC2,7%,-13%,-4,1,-3%,0%,3%,26,0.0%,1,-9%
CC[C@@H]1CCCCc2ccccc2[C@@H](C(=O)C[C@@H](O)CC(C)=O)OC1=O,10%,-22%,-16,-14,.,3%,-11%,6,-0.1%,.,.
CC(C)c1ccc(CCNC(=O)CCNS(=O)(=O)c2ccc(Br)cc2)cc1,2%,-22%,-11,-1,.,-1%,-23%,-25,0.2%,.,.
Cc1cccc(NS(=O)(=O)Cc2ccccc2)c1C,?,11%,2,-4,-2%,1%,7%,-6,-1.0%,0,-5%
c1csc(-c2cnc3n2CCCC3)c1,?,-6%,-2,-3,8%,-2%,0%,-16,0.4%,2,-2%
CC1CC(N(C(=O)c2ccccc2Cl)c2ccccc2)c2ccccc2N1 (configuration not stated),7%,4%,1,-2,1%,1%,-6%,0,0.5%,-1,2%
O=C(O)C1=C(C(=O)Nc2ccc(F)c(Cl)c2)CCCC1,0%,0%,11,-7,0%,1%,3%,13,0.4%,-1,-18%
CC(C)C1(C(C)C)OC(=O)c2ccccc21,4%,7%,3,6,2%,-8%,-3%,12,-1.8%,2,-9%
CCCc1cc(=O)[nH]c(SCC(=O)Nc2cc(S(=O)(=O)N3CCOCC3)ccc2Cl)n1,2%,3%,-6,-3,.,0%,-1%,26,-0.2%,.,.
c1ccc2c(c1)nc1n2CCS1,?,-1%,-4,?,1%,0%,-2%,1,0.4%,0,-1%
COc1ccc(CN2CCN(C(C)C(=O)N3CCc4ccccc43)CC2)cc1OC (configuration not stated),-7%,-12%,?,-40,-1%,2%,-1%,6,0.2%,1,.
O=C(CCCSc1nc2ccccc2[nH]1)NC(c1ccccc1)c1ccccc1,0%,-1%,2,13,0%,-2%,6%,-15,-0.4%,2,2%
COc1ccc(OC)c(NS(=O)(=O)c2ccc(NC(=O)C3COc4ccccc4O3)cc2)c1 (configuration not stated),-9%,-30%,0,11,-4%,2%,-12%,-13,-0.3%,1,-4%
